RBX1-CUL1 inh – inhibitors of human ROC1-CUL1 ubiquitin ligase activity; in vitro K48 di-Ub FRET, acceptor:donor ratio, 45 min; inhibition, % at 10 µM; AID 1347404; 140,000 compounds, 0.6% hits; P62877+Q13616; in the data active = inhibition above about 25%
Target sequence (P62877 whole entry, looked up): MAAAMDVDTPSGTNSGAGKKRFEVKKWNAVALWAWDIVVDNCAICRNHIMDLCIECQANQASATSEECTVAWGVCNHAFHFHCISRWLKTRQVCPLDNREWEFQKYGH
Target sequence (Q13616 whole entry, looked up): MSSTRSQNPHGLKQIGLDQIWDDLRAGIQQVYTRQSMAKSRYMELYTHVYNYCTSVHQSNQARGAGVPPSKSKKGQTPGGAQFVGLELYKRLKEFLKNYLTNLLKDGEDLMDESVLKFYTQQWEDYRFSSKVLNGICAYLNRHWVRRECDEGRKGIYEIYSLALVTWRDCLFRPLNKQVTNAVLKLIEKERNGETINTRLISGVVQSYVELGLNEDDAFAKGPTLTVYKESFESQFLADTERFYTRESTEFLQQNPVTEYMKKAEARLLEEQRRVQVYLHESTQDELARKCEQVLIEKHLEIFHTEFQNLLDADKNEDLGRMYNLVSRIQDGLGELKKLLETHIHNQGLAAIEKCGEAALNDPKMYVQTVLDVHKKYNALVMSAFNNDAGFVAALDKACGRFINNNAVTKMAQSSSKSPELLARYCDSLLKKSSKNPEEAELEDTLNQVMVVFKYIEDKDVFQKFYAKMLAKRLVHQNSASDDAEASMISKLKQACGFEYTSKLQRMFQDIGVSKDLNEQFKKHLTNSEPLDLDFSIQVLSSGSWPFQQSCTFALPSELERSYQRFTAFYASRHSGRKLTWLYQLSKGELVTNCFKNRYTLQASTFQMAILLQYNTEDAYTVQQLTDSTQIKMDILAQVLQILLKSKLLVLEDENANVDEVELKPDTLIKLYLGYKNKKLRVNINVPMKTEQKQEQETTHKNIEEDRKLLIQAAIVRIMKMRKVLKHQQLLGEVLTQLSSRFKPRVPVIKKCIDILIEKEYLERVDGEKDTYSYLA
Starred values were filed as active, the others as inactive; & = joins results of further samples. An excerpt; rates above refer to the full screens.

SMILES	RBX1-CUL1 inh
O=c1c(Cc2ccccc2)c([O-])[n+](-c2ccc(Cl)cc2)c2ccc(Cl)nn12	-2
CCOc1ccccc1C1C2C(=O)CC(c3ccc(OC)cc3)CC2=Nc2ccccc2N1C(=O)c1ccccc1 (stereo not given)	0
Cc1c(/C=C/C(=O)c2ccccc2O)cnn1C	-3
Cc1cc(N2CCC(C(=O)Nc3ccc(F)cc3C)CC2)n2nc(C)c(-c3ccc(Cl)cc3)c2n1	-5
CCOC(=O)c1nn(-c2ccc(Br)cc2)cc1C(=O)c1ccco1	0
COc1cc(Cl)c(CC2=NC(=S)N(C)C2=O)cc1OC	9
CC(C)(C)c1c(N)cccc1[N+](=O)[O-]	1
COc1ccc(N2CCN(CC(=O)NC3Cc4ccccc4C3)CC2)cc1	-17
COc1ccc2c(c1)cc1c(=O)n(CC(=O)NC3CCCCC3)nc(C)n12	4
COCC1CCN(C(=O)c2ccc(OC3CCN(C4CCCC4)CC3)c(OC)c2)C1 (stereo not given)	5
COc1ccc(CCNC(=O)c2cn(C)c3ccc(S(=O)(=O)N4CCOCC4)cc3c2=O)cc1OC	3
O=C(NCCNC(=O)c1ccc(F)cc1)c1ccc(F)cc1	2
Cc1ccc(CN2CCN(C3CCN(C(=O)c4ccc(C)cc4)CC3)C(=O)C2=O)cc1	6
O=C(Cn1cccn1)N1CCCC(CCc2ccc(F)cc2F)C1 (stereo not given)	-3
COc1cc(CC2(CCC(=O)NCc3cnn(Cc4ccccc4)c3)CCC(=O)N2)ccc1F (stereo not given)	8
O=C(Oc1ccc(Cl)cc1)c1cc(=O)[nH]c2ccccc12	7
Brc1csc(CN2CCc3nc(Nc4ccccc4)ncc3C2)c1	-5
Clc1ccc(/C(=C\c2ccccc2)Cn2ccnc2)c(Cl)c1	3
CCn1c(C(=O)Nc2cc(C)cc(C)c2)cc2sc(Cl)cc21	-8
CCCn1c2ccccc2c2cnn(CC(=O)NCCc3ccc(OCC)c(OCC)c3)c(=O)c21	-1
COc1ccccc1N1CCN(CCN2C(=O)C3CCCCN3C2=O)CC1 (stereo not given)	13
COc1ccc(CCN2C(=O)CC3CCCCC3C2=O)cc1OC (stereo not given)	5
CC(C)c1ccc(Nc2cc(C(=O)NC3CCCCC3)c3ccccc3n2)cc1	2
CCOC(=O)c1cc(-c2ccccc2)oc1CN1CCOCC1	4
COc1ccc(S(=O)(=O)Nc2ccc3c(c2)OCCO3)c(Cl)c1Cl	1

4 entries from above, as a markdown table:
| Structure | RBX1-CUL1 inh |
| --- | --- |
| Brc1csc(CN2CCc3nc(Nc4ccccc4)ncc3C2)c1 | -5 |
| Clc1ccc(/C(=C\c2ccccc2)Cn2ccnc2)c(Cl)c1 | 3 |
| CCn1c(C(=O)Nc2cc(C)cc(C)c2)cc2sc(Cl)cc21 | -8 |
| CCCn1c2ccccc2c2cnn(CC(=O)NCCc3ccc(OCC)c(OCC)c3)c(=O)c21 | -1 |

Returning to the listing, starting 5 compounds before the break.
SMILES	RBX1-CUL1 inh
COc1ccccc1N1CCN(CCN2C(=O)C3CCCCN3C2=O)CC1 (stereo not given)	13
COc1ccc(CCN2C(=O)CC3CCCCC3C2=O)cc1OC (stereo not given)	5
CC(C)c1ccc(Nc2cc(C(=O)NC3CCCCC3)c3ccccc3n2)cc1	2
CCOC(=O)c1cc(-c2ccccc2)oc1CN1CCOCC1	4
COc1ccc(S(=O)(=O)Nc2ccc3c(c2)OCCO3)c(Cl)c1Cl	1
COc1ccc(-c2c3c(=O)n(C)c(=O)n(C)c3c3nnc4ccccc4n23)cc1	6
O=C1OC(c2ccc(F)cc2)=N/C1=C\c1ccc(F)c(Oc2ccccc2)c1	4
Nc1nc(N)c(N=Nc2ccc(Cl)cc2)c(Cl)n1	4
O=C(CSc1nc2ccccc2[nH]1)N/N=C/c1ccccc1I	1
O=S(=O)(Cc1ccc(Cl)cc1Cl)NC1CCCC1	-8
CC(C)CCNS(=O)(=O)c1cc(Cl)ccc1Cl	-13
CN1CCC(N2CCN(Cc3cccc(Cl)c3)CC2CCO)CC1 (stereo not given)	1
CCOc1cc(CNC(=O)c2ccc3c(c2)N(C)C(=O)C2CCCCN32)ccc1OC (stereo not given)	1
CCCCc1ccc(/C=C2/C(=O)ON=C2c2ccccc2)s1	2
C=CCN1C(=O)/C(=C/c2ccc(Cl)c(Cl)c2)N=C1SCC(=O)NC1CCCCC1	-7
N#CC1C(N)=NC(=S)C(C(N)=O)C1c1ccccc1 (stereo not given)	-9
CC1=C(C(=O)N2CCOC(CCCc3ccccc3)C2)OCCO1 (stereo not given)	4
O=c1sc(C=C2C=Nc3ccc(Br)cc32)c(O)n1Cc1cc2c(cc1Cl)OCO2	3
O=C(Nc1ccc(Cl)cc1)N1CCN2CCCC2C1 (stereo not given)	-2
NC(=S)N/N=C/c1ccc(NCS(=O)(=O)O)cc1	-3
CC(CC(=O)OCCCc1c(C(C)(C)C)cc(O)cc1C(C)(C)C)=NC1CCCCC1	3
CC1(C)CC(=O)c2c(nn(-c3ccccc3)c2-c2cccnc2)C1	-1
CCC(C)(C)c1ccc(OS(=O)(=O)c2ccc(Cl)c(Cl)c2)cc1	-2
COc1cccc(CNC(=O)c2oc3c(c2C)-c2nn(Cc4cccc(Cl)c4)cc2CC3)c1	-15
O=C(N(O)Cc1ccccc1Cl)C1(c2ccccc2)CC1	3
CC(=O)C(C1=NC(C)(C)Cc2ccccc21)c1ccccc1 (stereo not given)	5
CC(NC(=O)c1cccnc1)c1ccc(C(C)(C)C)cc1 (stereo not given)	10
CC1CCN(Cc2c(O)ccc3c(=O)c(-c4cccc(Cl)c4)c(C(F)(F)F)oc23)CC1	11
CSc1nc2sc3c(c2c(=O)n1-c1ccc(C)cc1)CCCC3	6&0
COc1ccc(Cl)cc1NC(=O)c1cc(=O)c2cc(C)cc(C)c2o1	-2

Looked up one by one from above (4):
SMILES	RBX1-CUL1 inh
Nc1nc(N)c(N=Nc2ccc(Cl)cc2)c(Cl)n1	4
CC(NC(=O)c1cccnc1)c1ccc(C(C)(C)C)cc1 (stereo not given)	10
COc1ccc(-c2c3c(=O)n(C)c(=O)n(C)c3c3nnc4ccccc4n23)cc1	6
CCOc1cc(CNC(=O)c2ccc3c(c2)N(C)C(=O)C2CCCCN32)ccc1OC (stereo not given)	1

(next part)
SMILES	RBX1-CUL1 inh
COC(=O)CCC(=O)NCc1cccnc1N(C)C1CCCCC1	2
O=C1CN(Cc2cn(Cc3ccccc3)nc2-c2ccc3c(c2)OCO3)CCN1	2
c1ccc(CCc2ccccc2)cc1	-1
Cc1cccc(NC(c2cccc(Cl)c2)c2ccc3cccnc3c2O)n1 (stereo not given)	12
Cc1ccc(/C=C/C(=O)n2cccn2)cc1	12
COc1ccc2nc(NC(=O)c3ccc[nH]c3=O)sc2c1	3
Cc1nn(-c2ccccc2)c(Sc2ccc3ccccc3c2)c1C=Nc1ccc(Br)cc1	-5
O=C(c1cnn2c1NC(c1ccccc1)CC2C(F)F)N1N=C(C(F)F)CC1(O)C(F)F (stereo not given)	1
CCC(=O)N1CCc2cc(Br)cc(S(=O)(=O)CCC(=O)N3CCN(c4cccc(C)c4)C(C)C3)c21 (stereo not given)	-5
COc1ccccc1CN(Cc1ccco1)c1cnc(S(C)(=O)=O)nc1C(=O)Nc1cc(C)ccc1C	3
O=c1[nH]c(/C=C/c2ccc([N+](=O)[O-])cc2)nc2cc3ccccc3cc12	-4
Cn1cccc1/C=N/NC(=O)c1cc(-c2ccncc2)nc2ccccc12	0
O=C1NC(=S)N=C1Cc1ccc(Sc2ccc(Cl)cc2)o1	-10
COc1ccc(C2CC(=O)N(Cc3ccc(F)cc3)c3ccccc3S2)cc1OC (stereo not given)	-5
COc1ccc(S(=O)(=O)NCC(=O)O)cc1C(=O)NC1CCCCC1	4
COc1ccc2[nH]cc(CCNC(=O)Nc3ccccc3)c2c1	-7
CCOC(=O)c1sc(NC(=O)c2c(Br)cnn2CC)c(C(=O)OCC)c1C	-3
Cc1ccc(CN(Cc2ccco2)C(=O)c2ccc(Cl)cc2Cl)cc1	-7
Cn1c(C2CCCO2)nc2cc(NC(=O)CC3CCCC3)cc(C(=O)NCc3cccc(F)c3F)c21 (stereo not given)	1
O[C@@H]1CN(Cc2nccs2)CC[C@H]1N1CCN(c2ccccn2)CC1	-1
Cc1nc2cc(NS(=O)(=O)c3c(C)c(C)cc(C)c3C)ccc2s1	5
CC(C)c1ccc(NS(=O)(=O)c2ccc3c(c2)C(=O)C(C(=O)N2CCCC2)C=N3)cc1 (stereo not given)	4
O=C(CN1CCOCC1)N/N=C\c1cc(Br)ccc1OCc1ccccc1	-3
Cc1ccc(C)c(NC(=O)C2CCN(S(=O)(=O)N(C)C)CC2)c1	3
O=C(O)c1ccc(COc2ccc(/C=C3\SC(=O)N(c4cccc(Cl)c4)C3=O)cc2)cc1	1

An excerpt from above in order of length of the SMILES, lowest first.
SMILES	RBX1-CUL1 inh
O[C@@H]1CN(Cc2nccs2)CC[C@H]1N1CCN(c2ccccn2)CC1	-1
O=c1[nH]c(/C=C/c2ccc([N+](=O)[O-])cc2)nc2cc3ccccc3cc12	-4
O=C(c1cnn2c1NC(c1ccccc1)CC2C(F)F)N1N=C(C(F)F)CC1(O)C(F)F (stereo not given)	1
CC(C)c1ccc(NS(=O)(=O)c2ccc3c(c2)C(=O)C(C(=O)N2CCCC2)C=N3)cc1 (stereo not given)	4

Continued.
SMILES	RBX1-CUL1 inh
CC1C(=NC(=O)c2cncc(Br)c2)C(=O)N(c2ccccc2)N1C (stereo not given)	-11
Cc1cc(Cl)ccc1OCC(=O)Nc1ccc(C(=O)OC2CCCCC2)cc1	2
CC(Nc1nc2c(c(=O)n(C)c(=O)n2C)n1Cc1ccccc1Cl)c1ccccc1 (stereo not given)	-9
COc1cc(-c2noc(-c3ccc(NC4CCCCC4)c([N+](=O)[O-])c3)n2)cc(OC)c1OC	-7
O=C(CSc1nnc(-c2ccccc2Cl)o1)Nc1ccc(Cl)c(Cl)c1	-7
CCCC(=O)c1cc(C(=O)CCC)c(O)c(C)c1O	-2
COc1ccc(S(=O)(=O)N(CC(=O)Nc2ccc(F)c(Cl)c2)c2ccc(C)cc2)cc1OC	0
CCc1noc(C)c1C(=O)NC(C)c1ccc(C)cc1C (stereo not given)	-2
CC(C)OCCCNC(=S)Nc1ccc(Oc2ccccc2)cc1	6
C=CCn1c(SCC(=O)Nc2ccc3c(c2)OCO3)nc2scc(-c3ccc(C)o3)c2c1=O	2
CCN(CC)c1ncnc2scc(CC(C)C)c12	-4
COc1cc(C2C3=C(CC(C)(C)CC3=O)N(c3ccccc3C(F)(F)F)C(=N)C2C#N)ccc1O (stereo not given)	-5
CCc1nnc(SCc2cc(C)ccc2C)c2cc3sc(C)cc3n12	-4
COc1ccc(-c2cc(=O)n(-c3ccccc3)[nH]2)cc1OC	1
CC1=NC2=C(C(=O)c3ccccc32)C(c2ccc(Cl)cc2)C1[N+](=O)[O-] (stereo not given)	4
CN(Cc1ccc2ccccc2n1)C(=O)c1ccc(N2CCC(N(C)C)C2)nc1 (stereo not given)	2
COc1ccc(CN2Cc3ccccc3OC(C)C2)c(OC)c1C (stereo not given)	0
CCCSc1nc2sc3c(c2c(=O)[nH]1)CC(C)(C)OC3	-6
O=C(CN1C(=O)CCc2cc(S(=O)(=O)N3CCOCC3)ccc21)NCc1ccc(F)cc1	-5
CCC(Sc1ncc(S(=O)(=O)c2ccc(Cl)cc2)c(=O)[nH]1)C(=O)Nc1ccc(OC)cc1 (stereo not given)	-8
CCOC(=O)Nc1nc(-c2ccc(F)cc2)cs1	-3
COc1ccccc1C(=O)Nc1ccc(Cc2ccc(NC(=O)c3ccccc3OC)cc2)cc1	3
Cc1ccccc1C(=O)N1CCCC(CO)(Cc2ccc(F)cc2)C1 (stereo not given)	4
Cc1cc(C)c(S(=O)(=O)Nc2ccc3oc4c(c3c2)C(=O)CC(C)(C)C4)cc1C	1
CSc1nnc2c(n1)OC(c1ccccc1F)Nc1ccc(Br)cc1-2 (stereo not given)	8
SMILES	RBX1-CUL1 inh
O=C(O)C1CCN(C2CC(=O)N(c3ccc(Oc4ccccc4)cc3)C2=O)CC1 (stereo not given)	12
COc1cccc(CC2CN(Cc3ccc4nonc4c3)CCO2)c1 (stereo not given)	11
CCOC(=O)c1c(NC(=O)COc2cccnc2[N+](=O)[O-])sc2c1CCCC2	1
Cc1cccc(C)c1Nc1nn2c(=O)c3cc4c(cc3nc2s1)OCO4	-7
Fc1ccccc1-c1ccc(CNCC2CCNCC2)o1	-1
CCCNC(=O)c1nnn(-c2ccccc2F)c1C	8
CC(C)(C)C1CC(O)C(C(C)(C)C)CC1=O (stereo not given)	2
COc1cccc(C(=O)Nc2cccc(C(=O)OCc3cc(=O)n4c5c(sc4n3)CCCC5)c2)c1	-8
Cc1cc(C)n(C2CCN(C(=O)Nc3n[nH]c(-c4ccco4)n3)C2)n1 (stereo not given)	7
Cc1cc2n(n1)SC(NC(C)c1ccccc1)N2 (stereo not given)	3
Cc1cc(C)c(NC(=O)CN(C)S(=O)(=O)c2ccc3c(c2)CCC(=O)N3)c(C)c1	6
CCOc1ccc(Nc2nc3ccccc3s2)cc1	7
CCCOc1cccc(C(=O)N2CCN(c3ccccc3)CC2)c1	0
COc1ccc(S(=O)(=O)NCCc2sc(-c3cccnc3)nc2C)cc1	-8
CCOC(=O)c1c(NC(=O)C(C(C)C)N2C(=O)c3ccccc3C2=O)sc2c1CCCC2 (stereo not given)	-10
CC(=O)NC(=S)NNC(=O)c1ccccc1	2
Cc1cccc(N=C2NC(=O)/C(=C\c3cccc4ccccc34)S2)c1	-15
COC(=O)c1cc(CNC(=O)C2(c3ccc(Cl)cc3)CCC2)cc(NC(=O)c2ccco2)c1	-4
CCOc1ccc2nc(NS(C)(=O)=O)sc2c1	4
CCc1ccccc1NC(=O)CSc1nnc(COc2cccc(C)c2)n1CC	-2
CSc1ccc(Sc2ccc(Cl)cc2CN(C)C)cc1	-6
FC(F)(F)c1cccc(Nc2nc(-c3ccccc3)nc3ncccc23)c1	-5
S=C(c1ccc2c(c1)OCO2)N1CCOCC1	-4

Assay outcomes from PubChem.
